Screening data: PubChem BioAssay, The Scripps Research Institute Molecular Screening Center
TAAR1 antagonist: human TAAR1 antagonists, primary screen, Fluo-8 calcium fluorescence, CHO RD-HGA16 cells | antagonist | inhibition, % at 3 µM | 1.5% of 360,000 active;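 active means inhibition above a per-plate cutoff, the mean inhibition of test compounds on that plate plus 3 SD, cut at about 49% in these data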;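 further: 0% = DMSO plus EC80 beta-PEA response and 100% = DMSO alone without agonist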
Target sequence (Q96RJ0 whole entry, looked up): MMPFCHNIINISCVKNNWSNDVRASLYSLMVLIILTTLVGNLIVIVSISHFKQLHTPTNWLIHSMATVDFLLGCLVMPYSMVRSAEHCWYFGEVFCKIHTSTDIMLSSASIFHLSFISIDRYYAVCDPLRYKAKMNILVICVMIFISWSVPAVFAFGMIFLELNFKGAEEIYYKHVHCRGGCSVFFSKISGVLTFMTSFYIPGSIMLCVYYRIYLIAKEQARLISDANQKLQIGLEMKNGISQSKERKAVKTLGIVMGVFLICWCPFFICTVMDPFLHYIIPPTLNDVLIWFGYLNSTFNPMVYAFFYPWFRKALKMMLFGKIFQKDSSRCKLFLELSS
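Test system: RD-HGA16 CHO cells with stable hTAAR1 and Gα16 / Probe or stimulus: EC80 β-phenethylamine stimulus / Times: seeding 17-24 h prior, 75-min 37 °C, 30-min RT dye loading / Detection: Fluo-8 calcium-sensitive fluorescence / Read-out basis: % inhibition scaled between DMSO and EC80 PEA controls / Repeats: singlicate, one well per test compound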
TAAR1 agonist: human TAAR1 agonists, primary screen, Fluo-8 calcium fluorescence, CHO RD-HGA16 cells; Trace amine-associated receptor 1 (Homo sapiens), Q96RJ0; vehicle wells 0%, saturating PEA agonist 100%; activation, % at 3 µM; 0.99% of 360,000 active;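 active means activation above the mean activation of all test compounds in the run plus 3 SD, cut at about 38% in these data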
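Assay system: CHO-derived RD-HGA16 cells with stable Gα16 and human TAAR1; timing: 17-24 h seeding, 75 min 37 °C dye, 30 min RT; read-out: % activation from peak over basal fluorescence ratio, DMSO-to-PEA scaled; measured by: kinetic Fluo-8 calcium fluorescence; benchmarks: low control DMSO, high control PEA (EC100); doses: 3 µM single concentration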
CHRM1 antagonist: human M1 muscarinic receptor antagonists, primary screen, CHO-K1 cells, Fluo-8 calcium fluorescence, 1536-well. AID 588852, 2011. 1.3% of 360,000 active. CHO-K1 hM1, ACh EC80 antagonist. inhibition, % at 3 µM. Muscarinic acetylcholine receptor M1 (Homo sapiens), P11229;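 active means percent inhibition above its own plate's cutoff, namely the mean of that plate's compound wells plus 3 SD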;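 further: peak over basal fluorescence ratio during 140 s after agonist addition; 0% = ACh EC80 plus DMSO and 100% = DMSO alone without agonist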
Target sequence (P11229 whole entry, looked up): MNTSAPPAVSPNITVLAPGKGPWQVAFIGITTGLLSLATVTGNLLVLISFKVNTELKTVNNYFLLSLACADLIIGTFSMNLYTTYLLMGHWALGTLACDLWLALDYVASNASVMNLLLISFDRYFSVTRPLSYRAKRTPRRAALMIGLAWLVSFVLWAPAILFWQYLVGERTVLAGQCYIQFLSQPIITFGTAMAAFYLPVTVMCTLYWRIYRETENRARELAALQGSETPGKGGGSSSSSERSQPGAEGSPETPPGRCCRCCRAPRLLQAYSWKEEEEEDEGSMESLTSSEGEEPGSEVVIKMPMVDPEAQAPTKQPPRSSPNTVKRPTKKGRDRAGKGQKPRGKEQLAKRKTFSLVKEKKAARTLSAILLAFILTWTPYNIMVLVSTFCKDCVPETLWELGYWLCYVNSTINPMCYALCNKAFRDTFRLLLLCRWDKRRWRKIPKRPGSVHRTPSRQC
CHO-K1 Ca ag: counter-screen for M1 agonists: effect in parental CHO-K1 cells; Fluo-8 calcium fluorescence; scaled to maximal ATP response, vehicle zero; activation, % at 3 µM; 0.48% of 360,000 active; in the data active means activation above about 15%;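 further: untransfected CHO-K1 host cells lacking M1 receptor as counterscreen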
CHRM1 PAM: human M1 muscarinic receptor positive allosteric modulators, primary screen, CHO-K1 cells, Fluo-8 calcium fluorescence, 1536-well | Muscarinic acetylcholine receptor M1 (Homo sapiens), P11229 | CHO-K1 hM1, ACh EC20; 0% = ACh EC20, 100% = maximal ACh | activation, % at 3 µM | 0.088% of 360,000 active; in the data active means activation above about 19%, passing the limit was not always enough
M1 PAM parental: nonselective calcium activators in parental CHO-K1 cells, primary screen, counter-screen for M1 PAM project, cell-based, Fluo-8 calcium fluorescence, full deck, 1536-well; ATP EC20; 0% at ATP EC20, 100% at ATP max; 0.02% of 360,000 active; activation, % at 3 µM; AID 602247, 2012;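 active means activation above the run cutoff, the mean activation of all test compounds plus 3 SD, cut at about 40% in these data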;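 further: peak over basal fluorescence ratio in a 140 s read after ATP addition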
CHO parental Ca: ATP-evoked calcium signal inhibitors, parental CHO, primary screen, counter-screen for OX1R antagonist project, cell-based, fluorescence, Fluo-8 calcium dye. parental CHO-K1, ATP-induced calcium, Fluo-8 fluorescence. inhibition, % at 5.6 µM. 0.63% of 330,000 active. AID 463079, 2010;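 active means inhibition above that plate's mean sample inhibition plus 3 SD, cut at about 26% in these data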;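 further: 0% = ATP-challenged DMSO wells and 100% = DMSO wells without ATP; some compounds past the cut are filed as inactive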
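Material: parental CHO cells / Compound: single nominal dose of 5.6 µM per compound / Signal: Fluo-8 fluorescence / Replicates: singlicate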
CHRM1 agonist: human M1 muscarinic receptor agonists, primary screen, Fluo-8 calcium fluorescence, CHO-K1 cells, HTS; 0.33% of 360,000 active; activation, % at 3 µM; Muscarinic acetylcholine receptor M1 (Homo sapiens), P11229; CHO-K1 hM1, agonist mode; 0% DMSO, 100% acetylcholine EC100;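 active means activation above the run's mean compound activation plus 3 SD, cut at about 16% in these data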;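 further: peak over basal fluorescence ratio within a 140 s kinetic read after compound addition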
CHO-K1 Ca antag: counter-screen for M1 antagonists: effect in parental CHO-K1 cells; ATP-induced calcium, Fluo-8 fluorescence; inhibition, % at 3 µM; 0.6% of 360,000 active; AID 602250;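 active means inhibition above a per-plate cutoff, the plate's mean sample inhibition plus 3 SD, cut at about 24% in these data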;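 further: 0% = DMSO plus EC80 ATP and 100% = DMSO alone without ATP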
An asterisk follows results filed as active; x = no result given. An unsorted share of the library. Share with any hit: about 4.4%.

The opening 2 compounds, ahead of the listing:
Labels used below: A = TAAR1 antagonist; B = TAAR1 agonist; C = CHRM1 antagonist; D = CHO-K1 Ca ag; E = CHRM1 PAM; F = M1 PAM parental; G = CHO parental Ca; H = CHRM1 agonist; I = CHO-K1 Ca antag
COc1cccc(-c2nc(-c3cccc(C)c3)nc3cc(Cl)ccc23)c1
  A: -3; B: -1; C: x; D: -0.3; E: x; F: 4; G: x; H: x; I: -21
Nc1nc2ccc(O)cc2s1
  A: -8; B: 5; C: -1; D: 0.5; E: 6; F: 14; G: -6; H: 0; I: -6

This part in full, from the start:
Labels used below: A = TAAR1 antagonist; B = TAAR1 agonist; C = CHRM1 antagonist; D = CHO-K1 Ca ag; E = CHRM1 PAM; F = M1 PAM parental; G = CHO parental Ca; H = CHRM1 agonist; I = CHO-K1 Ca antag
COc1cccc(-c2nc(-c3cccc(C)c3)nc3cc(Cl)ccc23)c1
  A: -3; B: -1; C: x; D: -0.3; E: x; F: 4; G: x; H: x; I: -21
Nc1nc2ccc(O)cc2s1
  A: -8; B: 5; C: -1; D: 0.5; E: 6; F: 14; G: -6; H: 0; I: -6
O=C(NC1CCCCC1)C1c2ccccc2OCC(=O)N1CCCN1CCOCC1 (stereo not given)
  A: -2; B: 2; C: x; D: 10; E: x; F: 10; G: x; H: x; I: -3
CC(=O)c1c(C(C)=O)c(C)n(-c2nc(-c3ccc(C)c(C)c3)c(C)s2)c1C
  A: -4; B: 7; C: -3; D: 0.4; E: 7; F: 9; G: -13; H: -2; I: -16
Cc1ccc(C2C(C#N)=C(N)Oc3c2oc(CO)cc3=O)o1 (stereo not given)
  A: 0; B: 3; C: -2; D: 0.6; E: 1; F: 10; G: -9; H: -4; I: -7
O=C(OCc1cc2ccccc2[nH]c1=O)c1ccccc1
  A: 6; B: 9; C: 3; D: 0.1; E: 3; F: 0; G: -25; H: -3; I: 1
C/C(=N\N1CCN(C2c3ccccc3-c3ccccc32)CC1)c1ccncc1
  A: -9; B: 15; C: -7; D: 0.9; E: 0; F: 22; G: -14; H: -6; I: -11
Cc1cc(C)nc(NCc2ccc(Cl)cc2)n1
  A: -12; B: 0; C: 4; D: -0.1; E: 12; F: 3; G: -12; H: 6; I: 18
CCOc1ccc(NC(=O)c2ccc(CNc3c(NC4CCCCC4)c(=O)c3=O)cc2)cc1
  A: 16; B: 1; C: -8; D: 1.4; E: 3; F: 17; G: -2; H: -6; I: -9
CN(C)c1ncc(S(=O)(=O)c2ccccc2)c(=O)[nH]1
  A: 4; B: 0; C: -8; D: 0.9; E: -1; F: 11; G: -9; H: -2; I: -8
CS(=O)(=O)N(CC(=O)NCCSC1CCCCC1)c1cccc(F)c1
  A: -20; B: 1; C: -13; D: 0.1; E: 14; F: 10; G: -7; H: -6; I: -1
CCOc1cc2[nH]c(=O)n(CCCN3CCN(c4ccc(OC)cc4)CC3)c(=O)c2cc1OCC
  A: -12; B: 0; C: -10; D: -1.3; E: 4; F: 18; G: -20; H: -9; I: -29
COc1cc(OC)cc(-c2c(-c3cccs3)c3cc(-c4ccc(C(N)=O)cc4)ccc3n2C)c1
  A: -5; B: 17; C: -7; D: 0.4; E: 14; F: 11; G: -13; H: 0; I: -9
FC(F)(F)c1cccc(N2CCN(Cc3ccoc3)CC2)c1
  A: x; B: x; C: -3; D: 0.8; E: -5; F: 18; G: -10; H: -5; I: -14
CCOC(=O)c1ccc(NC(=O)CCc2nc(-c3ccc(C)cc3)no2)cc1
  A: 0; B: 15; C: 29; D: 5.3; E: -6; F: 18; G: 33*; H: -1; I: 6
Cc1cc(C)c(NC(=O)COC(=O)C23CC4CC(CC(O)(C4)C2)C3)c(Cl)c1
  A: -16; B: 3; C: -2; D: 0.6; E: -3; F: 3; G: -21; H: -2; I: -6
COc1ccccc1OC(C)C(=O)N1CCN(Cc2ccc3c(c2)OCO3)CC1 (stereo not given)
  A: -15; B: 4; C: 2; D: 1.1; E: 0; F: -5; G: 0; H: -4; I: -1
O=S1(=O)C[C@@H](N2CCC[C@@H]2CO)[C@H](COCc2ccccc2)N1
  A: 2; B: 0; C: -1; D: 1.0; E: 4; F: 7; G: x; H: -6; I: 0
Brc1cccc(CNc2nc3ccccc3n2CCN2CCOCC2)c1
  A: 4; B: 7; C: -14; D: 0.6; E: 12; F: 20; G: -24; H: -13; I: -7
CCOc1ccc(C(=O)N2CCN(c3cnn(-c4ccccc4)c(=O)c3Cl)CC2)cc1
  A: -4; B: 8; C: -9; D: -0.1; E: 14; F: 20; G: -6; H: -8; I: -9
COC(=O)c1ccc(C(=O)OC)c(NC(=S)N2CCCCC2)c1
  A: 9; B: -1; C: -8; D: -0.3; E: 10; F: -3; G: -1; H: -7; I: 2
CCN(CC)S(=O)(=O)c1ccc(Cl)c(C(=O)Nc2nnc(C)s2)c1
  A: -12; B: 13; C: -12; D: 0.5; E: 8; F: 10; G: -18; H: -1; I: 2
COc1ccc(C2=Nc3ccccc3NC(=O)C2N(CCc2cc(OC)cc(OC)c2)C(C)=O)cc1 (stereo not given)
  A: -3; B: 9; C: -20; D: 2.6; E: 2; F: 9; G: x; H: -5; I: -6
CC(=O)Nc1ccc(C(=O)COC(=O)c2cc(C)oc2C)c(F)c1
  A: -12; B: 1; C: -1; D: 4.9; E: 13; F: 3; G: -14; H: 6; I: -4
O=C(COC(=O)c1ccc[n+]([O-])c1)Nc1ccc(Cl)cc1[N+](=O)[O-]
  A: -13; B: -1; C: -7; D: 0.4; E: 10; F: 9; G: -6; H: 0; I: 0
Cc1ccc(CC(=O)O/N=C(\N)c2ccccn2)cc1
  A: -24; B: 2; C: -1; D: 2.8; E: 6; F: -6; G: -4; H: -2; I: 6
CCN(CC)C(=O)CC(c1ccc(OC)cc1)c1c(O)cc(OC)cc1OC (stereo not given)
  A: 9; B: -1; C: -7; D: -0.3; E: 9; F: -11; G: -11; H: -3; I: -9
C=CCOC(=O)C1=C[C@H](c2ccc(Br)cc2)C[C@H](OCc2ccc(CO)cc2)O1
  A: 27; B: 8; C: -8; D: -0.2; E: 11; F: -13; G: -14; H: -3; I: 4
Cn1c(N)c(C(=O)c2ccc(Cl)cc2)c(=O)n(C)c1=O
  A: 11; B: 4; C: -2; D: 0.9; E: 10; F: 16; G: -7; H: -9; I: -12
O=C(NC(=S)N1CCN(Cc2ccccc2)CC1)c1ccccc1
  A: 10; B: -1; C: 2; D: 1.1; E: 3; F: 25; G: -17; H: -11; I: -4
CC1CCC(C(C)C)C(OC(=O)CSc2nccc(=O)[nH]2)C1 (stereo not given)
  A: 13; B: 10; C: 13; D: -0.1; E: -7; F: 6; G: -3; H: -7; I: -1
CN(C)CCC(=O)c1ccc(Cl)cc1
  A: 1; B: 16; C: 9; D: 2.6; E: -9; F: 0; G: -6; H: -4; I: -6
N#C/C(C(=O)NCc1ccccc1)=C1/N=C(NC(=O)c2cccs2)c2ccccc21
  A: -2; B: 3; C: 6; D: 0.3; E: -2; F: 18; G: -9; H: -3; I: -6
O=C(N1CCOCC1)C1(c2ccc(Cl)cc2)CCCC1
  A: -7; B: 13; C: -5; D: 0.7; E: 9; F: 16; G: -9; H: -4; I: -13
COC(=O)c1c(-c2ccc(F)cc2)noc1N
  A: -6; B: 5; C: 8; D: -0.1; E: -1; F: -8; G: -5; H: -4; I: -20
CCOC(=O)c1ccc(NC(=O)c2c(NC(=O)CCC(=O)O)sc3c2CCCCC3)cc1
  A: 8; B: 9; C: -1; D: 0.6; E: -11; F: 15; G: -5; H: -13; I: -2
CSc1n[nH]c(NCc2ccc(Cl)cc2)n1
  A: 0; B: 9; C: -5; D: 0.9; E: 9; F: 21; G: 3; H: -5; I: -10
CN1CCN(Cc2c(O)c(Cl)cc3c(-c4ccccc4)cc(=O)oc23)CC1
  A: 8; B: 7; C: -1; D: -0.2; E: 2; F: -5; G: -29; H: -2; I: 18
O=C(NCCc1ccccc1)C(=O)NCC1OCCN1S(=O)(=O)c1ccc(Br)cc1 (stereo not given)
  A: -2; B: 27; C: -1; D: 7.7; E: 0; F: 15; G: -19; H: 0; I: -9
Cc1ccc(/C=N/NC(=O)C2CCN(Cc3ccc(F)cc3Cl)CC2)o1
  A: 3; B: -1; C: -8; D: 0.0; E: -5; F: 3; G: -8; H: -4; I: -1
O=C(OC1CCOC1=O)c1cc(-c2ccc(Br)cc2)nc2ccccc12 (stereo not given)
  A: 1; B: 3; C: -6; D: 0.5; E: 12; F: 10; G: -20; H: 0; I: -16
Fc1cccc(Cl)c1-c1nnc2ccc3ccccc3n12
  A: 7; B: 1; C: -5; D: 7.0; E: 0; F: 5; G: -3; H: -1; I: 5
O=C(NCCc1nc2ccccc2[nH]1)c1ccc(Cl)c([N+](=O)[O-])c1
  A: 21; B: 8; C: 29*; D: 3.0; E: -27; F: 19; G: -22; H: -8; I: 9
COc1ccc(NCc2nc3ccccc3n2CCOc2ccccc2)cc1
  A: 41; B: 7; C: 7; D: 2.2; E: -3; F: -3; G: -7; H: -1; I: 5
c1ccc(-c2[nH]ncc2CN2CCN(Cc3ccc4c(c3)OCO4)CC2)cc1
  A: -7; B: 0; C: -7; D: 0.9; E: 3; F: 22; G: -16; H: -1; I: -11
CCN(CC)CCCNc1nc(CN2CCOCC2)nc2sc3c(c12)CCC3
  A: -28; B: 5; C: -1; D: -0.7; E: -1; F: 6; G: -11; H: -8; I: -17
Cc1cccc(NC(=O)CNC(=O)C(NC(=O)Cc2ccccc2)C(C)C)c1C (stereo not given)
  A: -30; B: 15; C: -8; D: -0.5; E: 6; F: -14; G: -27; H: -1; I: 3

Shown with tabs: entries from further up.
Compound	TAAR1 antagonist	TAAR1 agonist	CHRM1 antagonist	CHO-K1 Ca ag	CHRM1 PAM	M1 PAM parental	CHO parental Ca	CHRM1 agonist	CHO-K1 Ca antag
COc1cccc(-c2nc(-c3cccc(C)c3)nc3cc(Cl)ccc23)c1	-3	-1	x	-0.3	x	4	x	x	-21
N#C/C(C(=O)NCc1ccccc1)=C1/N=C(NC(=O)c2cccs2)c2ccccc21	-2	3	6	0.3	-2	18	-9	-3	-6
Cc1cccc(NC(=O)CNC(=O)C(NC(=O)Cc2ccccc2)C(C)C)c1C (stereo not given)	-30	15	-8	-0.5	6	-14	-27	-1	3
CCN(CC)CCCNc1nc(CN2CCOCC2)nc2sc3c(c12)CCC3	-28	5	-1	-0.7	-1	6	-11	-8	-17
